USP1-UAF1 inh – USP1/UAF1 (human) deubiquitinase inhibition; Potency, µM (titrated, usually from 57.1 µM), for inactives: top-dose activity change, negative = inhibition, most hits filed as inhibitors; hit rate 0.23% among 390,000; AID 743255; O94782; recombinant USP1/UAF1, Ub-Rhodamine cleavage fluorescence; note: potency is the fitted concentration of half-maximal effect; % is set by controls: 0 for no effect and ±100 for the full control effect; nearly all actives have a fitted effect of over 60% in size; inactives centre near -12
Target sequence (O94782 whole entry, looked up): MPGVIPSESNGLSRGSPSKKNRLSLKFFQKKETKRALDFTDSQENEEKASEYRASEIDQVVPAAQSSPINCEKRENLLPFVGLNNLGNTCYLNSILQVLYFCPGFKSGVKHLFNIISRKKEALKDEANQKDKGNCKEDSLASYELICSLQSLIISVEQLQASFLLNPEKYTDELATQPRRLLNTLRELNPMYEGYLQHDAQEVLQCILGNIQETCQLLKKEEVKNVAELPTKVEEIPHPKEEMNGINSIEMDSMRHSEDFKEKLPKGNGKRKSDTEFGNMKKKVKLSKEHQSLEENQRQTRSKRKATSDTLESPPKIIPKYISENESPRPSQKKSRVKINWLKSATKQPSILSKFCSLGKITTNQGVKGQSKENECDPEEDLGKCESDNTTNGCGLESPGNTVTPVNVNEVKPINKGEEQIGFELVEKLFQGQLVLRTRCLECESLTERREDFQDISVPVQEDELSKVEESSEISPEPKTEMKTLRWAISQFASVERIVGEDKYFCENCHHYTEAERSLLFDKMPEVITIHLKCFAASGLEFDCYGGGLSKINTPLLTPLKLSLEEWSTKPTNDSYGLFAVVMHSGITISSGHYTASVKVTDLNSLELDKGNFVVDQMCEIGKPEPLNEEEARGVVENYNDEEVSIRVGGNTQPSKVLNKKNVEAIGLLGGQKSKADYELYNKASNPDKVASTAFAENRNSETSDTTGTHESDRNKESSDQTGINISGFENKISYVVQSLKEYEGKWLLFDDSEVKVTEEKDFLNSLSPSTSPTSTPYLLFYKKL
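1 nM enzyme complex + cpd, 15 min RT; start with Ub-Rho 150nM final; kinetic fluorescence ex 480/em 540, 6 reads q60 s. Buffer 50mM HEPES pH 7.8, 0.5mM EDTA, 0.1 mg/ml BSA, 1mM TCEP, 0.01% Tween-20.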
TrxR1 substrate – is turned over as a substrate by rat TrxR1 | O89049 | purified TrxR1 substrate turnover, NADPH consumption readout | Potency, µM (highest dose often 114 µM), for inactives: at the top dose activity change, negative = substrate turnover | hit rate 0.01% among 390,000 | AID 588456; note: potency is the fitted concentration of half-maximal effect; % is set by controls: 0 for no effect and ±100 for the full control effect; nearly all actives have a fitted effect of over 50% in size
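Rat TrxR1, dispensed at 90 nM, was prereduced with 400 uM NADPH (final) for 5 min at ~22 deg C, then incubated with compound 15 min before 400 uM selenite. A first-read NADPH fluorescence drop versus no-compound background flagged substrates.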
D2 ag – D2 dopamine receptor (human) agonism; HEK293 T-REx D2 cells, calcium flux agonist mode; activation, % at 2 µM; hit rate 0.53% among 340,000; AID 485358;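 active = activation over 3 SD above normal in the single-dose calcium agonist read, cut at about 30% in these data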; note: 0% is about no effect
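Calcium-flux readout, 1 cycle/sec over 180 s following compound pin transfer, in inducible HEK293 Trex D2 cells (force-coupled); dopamine controls included. Positive calcium responses during this window marked compounds as potential agonists.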
TrxR1 inh – rat TrxR1 inhibition | hit rate 1% among 390,000 | O89049 | Potency, µM (doses to about 114 µM), inactives show at the highest dose activity change, negative = inhibition, most hits filed as inhibitors | recombinant rTrxR1, NADPH fluorescence consumption, selenite substrate; note: potency is the fitted concentration of half-maximal effect; % is set by controls: 0 for no effect and ±100 for the full control effect; nearly all actives have a fitted effect of over 65% in size
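Rat TrxR1 (90 nM in the dispensed reagent) was pre-reduced with 400 uM NADPH for 5 min at room temperature, then incubated with compound for 15 min. After 400 uM selenite was added, NADPH fluorescence (Ex 340/Em 450 nm) was followed for 8 min.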
Pin1 inh – inhibitors of human Pin1; hit rate 0.009% among 390,000; Q13526; Potency, µM (titrated, usually from 115 µM), inactives show at the top dose activity, negative = inhibition, usual class: inhibitors; Pin1 FP peptide displacement, HiFluor488, 10 min; active = well fitted inhibition curve with a large enough effect in the polarisation, with a control signal flat, not every such curve was filed as active; inconclusive = small, poorly fitted or top-dose-only effect, or effect the other way, or a change in a side signal; inactive = no such curve, though single readings can be large or run the other way; the % refers to the polarisation; note: potency is the fitted concentration of half-maximal effect; % is set by controls: 0 for no effect and ±100 for the full control effect
Target sequence (Q13526 whole entry, looked up): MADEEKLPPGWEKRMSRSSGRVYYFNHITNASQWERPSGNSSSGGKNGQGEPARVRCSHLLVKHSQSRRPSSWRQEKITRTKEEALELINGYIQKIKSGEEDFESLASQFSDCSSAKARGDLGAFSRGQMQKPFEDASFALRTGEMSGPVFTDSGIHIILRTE
mIDH1 inhibitor – blocks human mutant IDH1 R132H enzyme. IDH1-R132H enzyme, NADPH consumption, diaphorase/resazurin fluorescence. Potency, µM (highest dose often 76.6 µM), for the others: at the top dose activity change, negative = inhibition, usual class: inhibitors. hit rate 0.093% among 390,000. AID 602179; note: potency is the fitted concentration of half-maximal effect; % is set by controls: 0 for no effect and ±100 for the full control effect; nearly all actives have a fitted effect of over 65% in size
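IDH1-R132H (0.5 ug/mL dispensed) in pH 7.5 Tris buffer was preincubated 30 min with compound, then given a substrate mix of 0.016 mM NADPH and 2 mM alpha-KG for 80 min at room temperature; remaining NADPH was read by diaphorase/resazurin fluorescence.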
D2 antag – antagonizes the human D2 dopamine receptor. P14416. HEK293 TREx D2 cells, calcium flux, dopamine EC80. inhibition, % at 10 µM. hit rate 2% among 340,000; in the data active = inhibition above about 30%; note: 0% is about no effect
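Calcium flux kinetic readout in an inducible HEK293 TREx D2 line plated overnight at 30 C. After 180 s compound exposure, an EC80 dopamine challenge follows with another 180 s kinetic read to detect antagonism.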
TRHR agonist – TRH receptor (human) agonism; P34981; TRHR cells, calcium flux fluo-8, FDSS agonist mode; activation, % at 2 µM; hit rate 0.18% among 360,000; AID 493084; in the data active = activation above about 30%; note: 0% is about no effect
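In this calcium-flux screen, cells bearing human TRHR are dye-loaded with fluo-8, baselined for 10 cycles, then exposed to library compounds; positive kinetic calcium responses during the agonist phase mark hits, with TRH as control.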
TRHR PAM – allosteric enhancers of human TRH receptor. enhancement, % at 2 µM. TRHR cells, fluo-8 calcium fluorescence, EC20 TRH enhancement. AID 493056. hit rate 0.66% among 360,000; in the data active = enhancement above about 30%; note: 0% is about no effect
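TRHR-expressing cells loaded with fluo-8 calcium dye were read kinetically (ex 480/em 530) during compound addition, then stimulated with an EC20 of TRH (10 nM final). Enhancement of the Gq-mediated intracellular calcium response was scored.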
Starred values were filed as active, the others as inactive; ? = inconclusive; · = no result given; [ ] = dose if it differs, or a comment. Unless noted, calls come from the whole dose curve; as a rule, active = well fitted inhibition curve with a large enough effect; inconclusive = small, poorly fitted or top-dose-only effect; inactive = no such curve, though single readings can be large or run the other way.

(1) COc1cc(C(c2c(C)[nH][nH]c2=O)c2c(C)[nH][nH]c2=O)ccc1OC(C)C
(2) O=C(CN1C(=O)NC2(CCCCC2)C1=O)Nc1ccc2c(c1)OCCCO2
(3) CC1Cc2ccccc2N1C(=O)c1ccc(N2CCCCC2)c([N+](=O)[O-])c1 (stereo unspecified)
(4) C=CCNC(=O)c1sc(-c2ccccc2)nc1C
(5) Cc1cc(Cl)ccc1Oc1cccc(C(=O)/C(C#N)=C/N(C)C)c1
(6) O=C(Nc1ccc(/C=C/c2nc3ccccc3o2)cc1)c1ccc(F)cc1
(7) CC(C)N1CC(COc2ccccc2Cl)OC1=O (stereo unspecified)
(8) O=C(CN1CCN(Cc2ccc(F)cc2)CC1)Nc1nc2ccccc2s1

Assay by compound	1	2	3	4	5	6	7	8
USP1-UAF1 inh	-6%	-17%	-13%	-4%	-10%	-13%	-24%	-8%
TrxR1 substrate	-1%	10%	-12%	10%[57.1 µM]	-5%	40%[activator]	7%[57.1 µM]	-5%
D2 ag	6.0	1.7	0.1	0.3	-0.3	-0.1	·	0.3
TrxR1 inh	-18%	24%	-13%	15%[11.4 µM]	7%	24%	13%[57.1 µM]	18%
Pin1 inh	10%	3%	-3%	1%	-13%	-8%	-3%	2%
mIDH1 inhibitor	-7%	-4%	4%	-1%	4%	-1%	0%	5%
D2 antag	-19	-17	4	4	16	8	·	7
TRHR agonist	2.8	1.7	-0.5	-0.5	-0.4	1.0	·	0.0
TRHR PAM	-2	10	-8	39*	-1	-2	·	-7

Reformatted: two of the compounds above
entry	smiles	USP1-UAF1 inh	TrxR1 substrate	D2 ag	TrxR1 inh	Pin1 inh	mIDH1 inhibitor	D2 antag	TRHR agonist	TRHR PAM
1	COc1cc(C(c2c(C)[nH][nH]c2=O)c2c(C)[nH][nH]c2=O)ccc1OC(C)C	-6%	-1%	6.0	-18%	10%	-7%	-19	2.8	-2
2	O=C(CN1C(=O)NC2(CCCCC2)C1=O)Nc1ccc2c(c1)OCCCO2	-17%	10%	1.7	24%	3%	-4%	-17	1.7	10

(continued)
(9) COCCn1cnc2c1c(=O)n(Cc1cc(C(C)=O)ccc1OC)c(=O)n2Cc1ccccc1
(10) Cc1ccc(OCC(=O)Nc2ccccc2OCc2cc(=O)n3ccccc3n2)cc1C
(11) CCOC(=O)C1CCN(S(=O)(=O)c2ccccc2)CC1
(12) Cc1cc2n(n1)CCCN2C(=O)Nc1ccc(C)c(Cl)c1
(13) O=C(O)CC(NC(=O)Cc1ccccc1)c1ccccc1 (stereo unspecified)
(14) CC1(c2ccccc2Cl)NC(=O)N(CC(=O)N2CCN(S(=O)(=O)c3ccccc3)CC2)C1=O (stereo unspecified)
(15) C=CCn1c(Cc2ccccc2)n[nH]c1=S
(16) O=C(COC(=O)C12CC3CC(CC(O)(C3)C1)C2)NCCc1ccc(Cl)cc1

Assay by compound	9	10	11	12	13	14	15	16
USP1-UAF1 inh	-24%	?	-16%	9%	-15%	-17%	-22%	2%
TrxR1 substrate	-4%	?	-6%	2%	2%	0%	9%[57.1 µM]	-12%
D2 ag	-2.1	0.6	0.4	-0.6	-0.2	-0.3	·	0.4
TrxR1 inh	1%	?	4%	11%	26%	7%	-3%[57.1 µM]	-11%
Pin1 inh	-7%	-9%	-1%	8%	-1%	-3%	-5%	4%
mIDH1 inhibitor	-13%	4%	-9%	·	6%	-1%	11%	-4%
D2 antag	-5	·	0	·	-11	-5	·	12
TRHR agonist	-1.3	-0.4	0.5	1.1	0.3	-0.2	-1.8	-0.1
TRHR PAM	-5	-4	0	7	11	-3	-1	-8

(17) COc1ccc(OC)c(NC(=O)C2=C(C)NC(=O)NC2c2cccs2)c1 (stereo unspecified)
(18) Cc1cc(C)c2c(=O)n(CC(=O)Nc3cccc(F)c3)sc2n1
(19) O=c1[nH]c2cccc(Cl)c2n(CCNc2ncc(C(F)(F)F)cc2Cl)c1=O
(20) COc1ccc(Oc2coc3cc(OC(=O)/C=C/c4ccc(F)cc4)ccc3c2=O)cc1
(21) COCCN(Cc1ccccc1)C(=O)c1cccc(S(=O)(=O)N2CCCc3ccccc32)c1
(22) CCOc1cc(CNC(=O)c2ccccc2NC(=O)c2nsc3ccccc23)ccc1OC
(23) COC(=O)C1(C)NC(c2ccc(C)cc2)C2C(=O)N(c3ccc(F)cc3)C(=O)C21 (stereo unspecified)
(24) Cc1nnc2n1N=C(c1ccccc1)CS2

Assay by compound	17	18	19	20	21	22	23	24
USP1-UAF1 inh	-9%	-8%	-14%	-16%	-8%	-4%	-10%	-12%
TrxR1 substrate	-12%[57.1 µM]	-10%	7%[57.1 µM]	-1%	5%	10%[57.1 µM]	8%	-2%
D2 ag	0.9	3.8	-0.2	·	-0.3	0.3	0.9	-0.7
TrxR1 inh	35%[activator][57.1 µM]	-11%	9%[57.1 µM]	9%	22%	29%[57.1 µM]	12%	-12%
Pin1 inh	12%	-1%	-4%	6%	1%	11%	3%	2%
mIDH1 inhibitor	7%	-2%	2%	9%	-5%	-10%	6%	-2%
D2 antag	-7	-10	9	·	-34	·	13	-3
TRHR agonist	-0.8	1.1	0.0	1.0	0.3	-0.3	0.2	0.1
TRHR PAM	1	0	-1	2	-2	-2	-8	6

Compound profiles (already shown).
O=C(Nc1ccc(/C=C/c2nc3ccccc3o2)cc1)c1ccc(F)cc1 as listed: USP1-UAF1 inh = -13%; TrxR1 substrate = 40%[activator]; D2 ag = -0.1; TrxR1 inh = 24%; Pin1 inh = -8%; mIDH1 inhibitor = -1%; D2 antag = 8; TRHR agonist = 1.0; TRHR PAM = -2
CCOc1cc(CNC(=O)c2ccccc2NC(=O)c2nsc3ccccc23)ccc1OC as listed: USP1-UAF1 inh = -4%; TrxR1 substrate = 10%[57.1 µM]; D2 ag = 0.3; TrxR1 inh = 29%[57.1 µM]; Pin1 inh = 11%; mIDH1 inhibitor = -10%; D2 antag = ·; TRHR agonist = -0.3; TRHR PAM = -2

(list continues)
(25) CCOc1ccccc1C(=O)N/N=C/c1ccoc1
(26) COc1ccc(S(=O)(=O)N2CCN(c3ccccc3)CC2)cc1
(27) Cc1ccc(C(=O)Nc2ccc(F)cc2)o1
(28) Cc1ccnc(SCC(=O)N2CCN(c3ccccc3)CC2)n1
(29) CCc1ccc2nc(N(CCCN(C)C)C(=O)c3ccc(S(=O)(=O)N4CCCC4)cc3)sc2c1
(30) CCc1cccc(NC(=O)CN(C)S(=O)(=O)c2ccc3[nH]c4c(c3c2)CCCC4)c1
(31) Cc1cccc(C)c1Oc1nc(-c2ccccc2)ncc1S(=O)(=O)c1ccccc1
(32) CS(=O)(=O)Nc1ccc(C(=O)CC(=O)Nc2ccc([N+](=O)[O-])cc2)cc1

Assay by compound	25	26	27	28	29	30	31	32
USP1-UAF1 inh	-21%	?	-1%	-6%	-10%	-21%	4%	-13%
TrxR1 substrate	1%	-1%[57.1 µM]	-5%	-5%	-1%	-8%	8%[57.1 µM]	-10%
D2 ag	0.6	0.9	-0.2	0.9	1.4	0.0	1.5	2.2
TrxR1 inh	9%	20%[57.1 µM]	-4%	-2%	25%	1%	19%[57.1 µM]	-7%
Pin1 inh	4%	-10%	7%	-2%	-3%	14%	1%	?
mIDH1 inhibitor	-1%	10%	-3%	8%	-5%	-8%	3%	-2%
D2 antag	18	-2	4	-7	-13	·	1	9
TRHR agonist	-0.1	-1.6	0.0	0.2	0.9	0.7	1.3	0.6
TRHR PAM	4	-8	-6	-3	-5	7	-2	26

Single values from above:
CC1(c2ccccc2Cl)NC(=O)N(CC(=O)N2CCN(S(=O)(=O)c3ccccc3)CC2)C1=O (stereo unspecified) in D2 antag is entered as -5
CCOc1cc(CNC(=O)c2ccccc2NC(=O)c2nsc3ccccc23)ccc1OC in TrxR1 inh is entered as 29%[57.1 µM]

Structures listed so far containing an NH in an aromatic ring:
(1) COc1cc(C(c2c(C)[nH][nH]c2=O)c2c(C)[nH][nH]c2=O)ccc1OC(C)C
(15) C=CCn1c(Cc2ccccc2)n[nH]c1=S
(19) O=c1[nH]c2cccc(Cl)c2n(CCNc2ncc(C(F)(F)F)cc2Cl)c1=O
(30) CCc1cccc(NC(=O)CN(C)S(=O)(=O)c2ccc3[nH]c4c(c3c2)CCCC4)c1

Assay by compound	1	15	19	30
USP1-UAF1 inh	-6%	-22%	-14%	-21%
TrxR1 substrate	-1%	9%[57.1 µM]	7%[57.1 µM]	-8%
D2 ag	6.0	·	-0.2	0.0
TrxR1 inh	-18%	-3%[57.1 µM]	9%[57.1 µM]	1%
Pin1 inh	10%	-5%	-4%	14%
mIDH1 inhibitor	-7%	11%	2%	-8%
D2 antag	-19	·	9	·
TRHR agonist	2.8	-1.8	0.0	0.7
TRHR PAM	-2	-1	-1	7

(more compounds)
(33) CCO[C@H]1OC(C(=O)N2CCN(Cc3ccc4c(c3)OCO4)CC2)=C[C@@H](C2CCCCC2)[C@@H]1CCCO
(34) O=C(Nc1cccc(C(=O)N2CCOCC2)c1)c1cncc(Br)c1
(35) Cc1ccc(NC(=O)CN(C)S(=O)(=O)c2cccc3nsnc23)cc1Cl
(36) CCc1ccc(OCC(=O)N(Cc2cccs2)c2ccc(Cl)cc2)cc1
(37) CCCC1Nc2ccc(C(=O)O)cc2C2C=CCC12 (stereo unspecified)
(38) COc1ccc(-c2n[nH]c3c2C(c2ccc(OC)c(OC)c2)N(c2ccccc2)C3=O)cc1 (stereo unspecified)

Assay by compound	33	34	35	36	37	38
USP1-UAF1 inh	-10%	-2%	-17%	-12%	-17%	-17%
TrxR1 substrate	-6%	0%	-12%	1%	-6%	1%
D2 ag	-0.1	-0.2	0.8	·	-2.4	-0.6
TrxR1 inh	9%	1%	-5%	25%	50µM*	9%
Pin1 inh	-13%	3%	?	0%	?	15%
mIDH1 inhibitor	-12%	-4%	8%	0%	3%	?
D2 antag	-18	-11	-5	·	-5	-8
TRHR agonist	-0.6	0.3	-0.9	2.0	-0.7	-0.9
TRHR PAM	38*	6	6	20	5	-12

This is a subset; the hit share may differ from the screen's.
